Lipid droplet – modulators of hepatic lipid droplet formation. AML12 mouse hepatocytes, oleate lipid droplets, BODIPY imaging. inhibition, % at 6.5 µM. 240,000 compounds, 0.4% hits;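 active = lipid droplet intensity inhibited by at least 50%, with more than 500 cells counted; inconclusive = wells with under 300 cells, treated as cytotoxic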
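System: AML12 hepatocytes (mouse). Probe or stimulus: oleic acid at 100 µM to induce lipid droplet formation. Times: overnight treatment with compound plus oleate. Detection: Image-based BODIPY and DAPI two-channel analysis. Evaluation: percent inhibition of filter-corrected integrated lipid droplet intensity per well.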
Siah-1 displacement – Siah-1 peptide-binding antagonists, primary screen, biochemical, fluorescence polarization, rhodamine-plectin, uHTS (AID 1817) | Siah-1 / rhodamine-plectin peptide fluorescence polarization; higher % means a stronger effect | displacement, % at 20 µM, or IC50 in µM where a hit was titrated | 290,000 compounds, 0.02% hits;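 active = displacement of at least 50% at 20 µM, with a fluorescence ratio check between 0.3 and a set limit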;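 note: plate controls were Siah plus tracer with DMSO for no effect and tracer alone without Siah for full effect; strong numbers were not always called active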
XIAP antagonists – small molecules displacing peptide from XIAP – biochemical, IAP family, fluorescence polarization (AID 1018); XIAP BIR domain, fluorescence polarization peptide displacement; higher % means a stronger effect; one-dose displacement, % at 20 µM; IC50 in µM for titrated hits; 200,000 compounds, 0.007% hits; in the data active = displacement above about 50%; note: a part of the inactive calls stands beside numbers as strong as those of hits
P. falciparum M1AAP – malaria alanyl aminopeptidase activity blockers – biochemical, fluorogenic H-Leu-NHMec substrate, 1536-well (AID 1445) | one-dose inhibition, % at 30 µM; IC50 in µM for titrated hits | recombinant M1AAP, H-Leu-NHMec fluorogenic kinetic assay; higher % means a stronger effect | 220,000 compounds, 0.42% hits;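 active = primary inhibition above the hit cutoff, then over 50% inhibition at one or more dose response concentrations, cut at about 23% in these data, passing the limit was not always enough; inconclusive = conflicting primary data, or primary hits not chosen for dose response; inactive = low primary inhibition, or under 50% at every dose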;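 note: plate controls were DMSO full reaction for no effect and no enzyme background for full effect; strong numbers were not always called active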
M17LAP inhibition – P. falciparum M17LAP inhibitors, primary screen, biochemical, fluorogenic H-Leu-NHMec substrate, 1536-well (AID 1619); recombinant M17LAP, H-Leu-NHMec fluorogenic kinetic assay; higher % means a stronger effect; inhibition, % at 30 µM, or IC50 in µM where a hit was titrated; 220,000 compounds, 0.38% hits;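 active = compound inhibiting the enzyme by more than half at any dose during confirmatory dose-response retesting; inconclusive = strong single-dose inhibitors picked by rank but not retested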;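 note: plate controls were full reaction with DMSO carrier for no effect and no enzyme background for full effect; strong numbers were not always called active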
AID2073 – inhibitors of Mint1-CaV2.2 protein interaction, biochemical, HTRF (AID 2073); HTRF protein-protein interaction, Mint1-CaV2.2; higher % means a stronger effect; inhibition, % at 20 µM, or IC50 in µM where a hit was titrated; 290,000 compounds, 0.19% hits; in the data active = inhibition mostly above about 51%, no sharp cut-off; inconclusive = no clear call, values can overlap the other calls; inactive = mostly below about 53%; note: some results filed as inactive read as strong as hits
LYP phosphatase – PTPN22 lymphoid phosphatase activity blockers – biochemical, fluorescence intensity, uHTS (AID 1779); recombinant LYP phosphatase, fluorescence intensity; higher % means a stronger effect; inhibition, % at 11.5 µM; hits with a dose series show IC50 in µM; 290,000 compounds, 0.054% hits;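 note: plate controls were vehicle with enzyme for no effect and no enzyme for full effect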
NOD2 inhibition – NOD2 signaling inhibitors, cell-based, luminescence, uHTS, HEK293 (AID 1566); HEK293 NOD2/NF-kB luciferase reporter, luminescence; higher % means a stronger effect; inhibition, % at 4 µM, or EC50 in µM where a hit was titrated; 290,000 compounds, 0.63% hits; note: many of its hits are not listed in these tables
ER stress rescue – protection against thapsigargin-triggered cell killing – 384-well, CSM14.1, ATP luminescence, primary screen (AID 1222); cellular ATP content (survival), % at 20 µM, or EC50 in µM where a hit was titrated; CSM14.1 thapsigargin-induced death rescue, ATP luminescence; higher % means a stronger effect; 190,000 tested, under 10 active;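 active = EC50 below 50 µM in the dose-response confirmation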;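 note: death triggered by thapsigargin at about 15 µM added after 2 h compound pretreatment; cell ATP read after overnight thapsigargin exposure of roughly 18 to 22 hours; normalized against plate controls of thapsigargin alone and 5% DMSO vehicle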
Lipid droplet cells 6.5 µM – recorded beside Lipid droplet, whose call it bears; cell count; measured here: cell count, cytotoxicity flag;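 cells counted across two imaged fields per well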
Active calls of the source: *; ? = inconclusive; nt = no result given. Cut-off read from the data, not from the text of the source, unless noted: active = inhibition above about 50%; inactive = the rest. Only part of the results is shown; count on the stated rates, not on these rows.

SMILES	Lipid droplet	Lipid droplet cells 6.5 µM	Siah-1 displacement	XIAP antagonists	P. falciparum M1AAP	M17LAP inhibition	AID2073	LYP phosphatase	NOD2 inhibition	ER stress rescue
CCN1C(=O)CC(N2CCOCC2)C1=O (stereo not drawn)	13	812	0%	-7.4%	-2%	-4%	6%	-6%	9%	2.1%
CCOc1ccccc1NC(=O)N1CCc2ccccc2C1	-2	847	-5%	nt	nt	nt	6%	-3%	-16%	nt
S=C(NCc1ccco1)N1CCN(c2cccc(Cl)c2)CC1	0	761	3%	-1.2%	0%	-5%	11%	2%	-13%	1.7%
O=C(Nc1ccc(F)cc1)c1ccc(Br)c(S(=O)(=O)N2CCOCC2)c1	nt	nt	-1%	nt	nt	nt	5%	-2%	14%	nt
CSc1nnc2c(n1)OC(c1ccc(C(=O)O)cc1)N(C(C)=O)c1ccccc1-2 (stereo not drawn)	nt	nt	-4%	-0.7%	13%	19%	3%	0%	3%	0.7%
Cc1cccc(-n2ccc(=O)c(C(=O)O)n2)c1	1	827	3%	nt	nt	nt	-2%	-7%	22%	nt
Cc1cccc(Cn2c(C(C)O)nc3ccccc32)c1 (stereo not drawn)	0	565	1%	-2.0%	1%	9%	-1%	3%	0%	-2.3%
CC(C)(C)OC(=O)CNC(=O)c1[nH]cnc1C(=O)N[C@@H](Cc1ccccc1)C(=O)OCc1ccccc1	0	786	0%	nt	nt	nt	17%	-3%	14%	nt
CCOC(=O)C1(Cc2ccccc2)CCCN(Cc2ccc(OCC)c(CO)c2)C1 (stereo not drawn)	13	766	-3%	-7.4%	2%	-18%	-27%	-8%	-6%	-1.3%
CCN(CCn1cccn1)Cc1ccccc1OCC(O)CN1CCc2ccccc2C1 (stereo not drawn)	-11	688	-1%	-9.2%	1%	1%	-6%	-6%	2%	-2.6%
CCC(Oc1ccccc1)C(=O)N1CCN(C(=O)C(CC)Oc2ccccc2)CC1 (stereo not drawn)	-15	705	-3%	-2.0%	3%	2%	0%	2%	-7%	-0.5%
Cc1onc(-c2ccccc2Cl)c1C(=O)Nc1nnc(-c2ccc(Cl)cc2Cl)s1	21	662	6%	-2.1%	5%	6%	22%	2%	28%	nt
Cn1c(COc2ccccc2)nnc1SCCSc1nnc(COc2ccccc2)n1C	3	778	4%	-3.8%	-4%	2%	21%	-3%	7%	-1.2%
CCN(CC)c1ccc(NS(=O)(=O)c2ccc(-c3ccc(=O)[nH]n3)o2)c(C)c1	-12	749	-4%	nt	nt	nt	-45%	-10%	11%	nt
CCOc1ccc(N(CC(=O)Nc2cccc(C)c2C)S(=O)(=O)c2c(C)[nH]c(=O)[nH]c2=O)cc1	19	726	-1%	nt	6%	16%	-6%	-4%	21%	nt
CCOC(=O)C1CCN(C(=O)CCNC(=O)c2cc(OC)c(OC)c(OC)c2)CC1	nt	nt	0%	0.4%	-1%	-1%	4%	-4%	17%	0.4%
COc1ccc(C(=O)NCCCN2CCOCC2)cc1	-1	826	2%	nt	nt	nt	14%	-7%	2%	nt
COCCN1C(=O)c2ccccc2C(C(=O)N2CCN(c3ccccn3)CC2)C1c1ccc(F)cc1 (stereo not drawn)	-7	681	8%	-2.4%	11%	16%	12%	-6%	6%	-0.5%
Cc1ccc(CNC(=O)CCCn2nc(C)n3ccnc3c2=O)cc1	1	789	-3%	nt	nt	nt	14%	-4%	-7%	nt
CC1CN(c2ccc([N+](=O)[O-])cc2C(=O)N2CCOCC2)CC(C)N1 (stereo not drawn)	-6	562	-8%	-12%	-1%	22%	-1%	-3%	3%	-2.9%
COc1ccc(N2CCN(C(=O)c3cc(=O)c4cc(C)c(C)cc4o3)CC2)cc1	-29	698	3%	nt	nt	nt	-3%	1%	18%	nt
Cc1nc2cc(-c3cccc(F)c3)nn2c(N2CCN(C(=O)c3ccco3)CC2)c1C	0	759	-4%	5.5%	16%	0%	2%	-6%	4%	-1.0%
Cc1cccc(C)c1NC(=O)CN(C)C(=O)c1ccc(COc2ccccc2)cc1	14	828	1%	nt	nt	nt	2%	-1%	-28%	nt
O=C(CCNC(=O)Cn1ccc2ccccc2c1=O)NCc1ccc(F)cc1Cl	4	668	1%	-1.8%	4%	-1%	6%	-6%	23%	-0.3%
Cc1ccc(-c2nc(-c3ccccn3)no2)cc1	nt	nt	1%	2.7%	-9%	3%	3%	-5%	84%*	-6.1%

Nine consecutive records out of the list so far, for reference:
SMILES	Lipid droplet	Lipid droplet cells 6.5 µM	Siah-1 displacement	XIAP antagonists	P. falciparum M1AAP	M17LAP inhibition	AID2073	LYP phosphatase	NOD2 inhibition	ER stress rescue
Cn1c(COc2ccccc2)nnc1SCCSc1nnc(COc2ccccc2)n1C	3	778	4%	-3.8%	-4%	2%	21%	-3%	7%	-1.2%
CCN(CC)c1ccc(NS(=O)(=O)c2ccc(-c3ccc(=O)[nH]n3)o2)c(C)c1	-12	749	-4%	nt	nt	nt	-45%	-10%	11%	nt
CCOc1ccc(N(CC(=O)Nc2cccc(C)c2C)S(=O)(=O)c2c(C)[nH]c(=O)[nH]c2=O)cc1	19	726	-1%	nt	6%	16%	-6%	-4%	21%	nt
CCOC(=O)C1CCN(C(=O)CCNC(=O)c2cc(OC)c(OC)c(OC)c2)CC1	nt	nt	0%	0.4%	-1%	-1%	4%	-4%	17%	0.4%
COc1ccc(C(=O)NCCCN2CCOCC2)cc1	-1	826	2%	nt	nt	nt	14%	-7%	2%	nt
COCCN1C(=O)c2ccccc2C(C(=O)N2CCN(c3ccccn3)CC2)C1c1ccc(F)cc1 (stereo not drawn)	-7	681	8%	-2.4%	11%	16%	12%	-6%	6%	-0.5%
Cc1ccc(CNC(=O)CCCn2nc(C)n3ccnc3c2=O)cc1	1	789	-3%	nt	nt	nt	14%	-4%	-7%	nt
CC1CN(c2ccc([N+](=O)[O-])cc2C(=O)N2CCOCC2)CC(C)N1 (stereo not drawn)	-6	562	-8%	-12%	-1%	22%	-1%	-3%	3%	-2.9%
COc1ccc(N2CCN(C(=O)c3cc(=O)c4cc(C)c(C)cc4o3)CC2)cc1	-29	698	3%	nt	nt	nt	-3%	1%	18%	nt

(cont.)
SMILES	Lipid droplet	Lipid droplet cells 6.5 µM	Siah-1 displacement	XIAP antagonists	P. falciparum M1AAP	M17LAP inhibition	AID2073	LYP phosphatase	NOD2 inhibition	ER stress rescue
N#Cc1ccccc1CN1C(=O)NC(Cc2c[nH]c3ccccc23)C1=O (stereo not drawn)	-3	624	-2%	-3.2%	-2%	8%	4%	-6%	-5%	0.3%
CSc1nnnn1-c1cccc(O)c1	16	783	3%	-1.0%	17%	0%	0%	-5%	4%	-0.6%
CCn1c(SCC(=O)Nc2cc(NC(C)=O)ccc2OC)nnc1-c1ccccn1	0	741	5%	-5.0%	-2%	1%	0%	-6%	7%	-1.5%
CCOc1ccccc1NC(=O)[C@@H](NC(=O)c1ccccc1F)C(C)C	-15	753	0%	nt	nt	nt	6%	-2%	-3%	nt
COc1ccc(N2C(=O)C3CCCN3C2c2ccc(F)cc2)cc1Cl (stereo not drawn)	-5	692	9%	-3.6%	1%	10%	-2%	-7%	-4%	-3.0%
O=Cc1ccccc1OCCOc1ccc([N+](=O)[O-])cc1	-2	690	7%	-3.3%	?	-1%	?	1%	-11%	-1.3%
CCCSc1nnc2n(N)c(=O)c3ccccc3n12	nt	nt	2%	-1.9%	4%	2%	5%	-5%	14%	-2.8%
CCCc1nc2ccc(NC(=O)NCCC(=O)OCC)cc2c(=O)n1Cc1cccc(Cl)c1	0	756	2%	-2.9%	-2%	-8%	6%	-1%	10%	-1.4%
CCCC(=O)Nc1cc2c3c(c1)CCN3C(=O)CC2	18	700	2%	nt	nt	nt	-20%	-13%	8%	nt
O=C(CSCc1ccc(Cl)cc1)Nc1ccc(Br)cc1C(=O)O	1	805	1%	nt	nt	nt	9%	-4%	10%	nt
CCOC(=O)c1c(-c2ccc(C)o2)csc1NC(=O)CN1CCC(C(N)=O)CC1	-2	692	-3%	-4.4%	0%	-1%	9%	0%	14%	-1.7%
O=C(COc1ccccc1[N+](=O)[O-])N/N=C/C=C/c1ccco1	nt	nt	4%	-6.3%	8%	9%	4%	0%	-6%	-0.4%
CCc1nc(SCC(=O)Nc2cccc(C(F)(F)F)c2)c2c(=O)n(C)c(=O)n(C)c2n1	-26	701	8%	-6.1%	1%	-3%	10%	-2%	19%	-0.7%
Cc1ccccc1-c1ccc(C(=O)Nc2cccc(F)c2)o1	-3	693	1%	-25%	9%	6%	9%	0%	-53%	0.3%
CS(=O)(=O)N(CC(=O)N1CCOCC1)c1cccc(Cl)c1Cl	-10	792	-5%	nt	nt	nt	5%	-6%	5%	nt
CCOC(=O)Cc1nn(Cc2nc(-c3ccc(C#N)cc3)cs2)c(=O)c2ccccc12	8	728	2%	nt	6%	3%	-8%	0%	17%	nt
Cc1ccc(C(C(=O)NC2CCCCC2)N(C(=O)c2csnn2)C2CCCC2)o1 (stereo not drawn)	52*	746*	2%	-2.0%	6%	6%	2%	-13%	0%	-2.0%
COc1cc(/C=N/NC(=S)NC(C)C)ccc1OCC(=O)Nc1c(C)cc(C)cc1C	-2	700	-1%	-4.3%	2%	14%	-10%	-4%	7%	-3.3%
O=C(CS(=O)(=O)c1cn(Cc2ccc(F)cc2)c2ccccc12)N1CCOCC1	-3	714	0%	-3.3%	5%	4%	5%	-7%	-8%	-1.4%
CSc1nc(-c2ccccc2)nn1C(=O)c1ccco1	22	713	6%	-2.8%	16%	13%	4%	-3%	8%	-0.1%
CCCN1CCC(=O)N(CCSc2ccc(NC(C)=O)cc2)CC1	39	756	-3%	nt	-7%	-17%	9%	-5%	-26%	nt
C/C(=N\NC(=O)c1ccc(NS(=O)(=O)c2cccs2)cc1)c1cccs1	14	715	6%	-5.4%	9%	6%	8%	0%	10%	-1.0%
Cc1cccc(N2C(=O)C3CCC(c4ccccc4)CC3C2=O)c1 (stereo not drawn)	-34	572	0%	-3.5%	-4%	-1%	-3%	0%	7%	-1.3%
O=C(NCCCCCCNC(=O)C1CCCC1)C1CCCC1	20	742	4%	-4.8%	-3%	-11%	4%	-4%	-2%	-1.3%
Cc1ccc(N2CCN(S(=O)(=O)c3ccc(Cl)s3)CC2C)cc1 (stereo not drawn)	2	868	-2%	nt	nt	nt	5%	0%	17%	nt
CO[C@@]1(NC(=O)Cc2cccs2)C(=O)N2C(C(=O)O)=C(COC(N)=O)CS[C@@H]21	-9	707	-4%	-2.9%	10%	51%	7%	-2%	-10%	-2.4%
